# IDE cell activ: IDE (human) activation, cell-based; P14735; HEK cells, FAbeta-B cleavage, fluorescence polarization; 0% vehicle, 100% cell-free pure enzyme wells; activation, % at 5.96 µM; actives 0.073% (n = 340,000);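 active = activation above the mean of all tested compounds plus 3 SD, set per screening campaign, cut at about 17% in these data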
# pCIP destab: lowers stability of the mouse p/CIP coactivator protein. Q05BA5. F442A p/CIP-EGFP cells, EGFP fluorescence, 16 h. decrease of EGFP signal, % at 10 µM. actives 0.01% (n = 290,000). AID 1984;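 active = EGFP signal decrease of at least 30% at 10 µM or well 3 SD below plate mean, unless failing retest; inactive = the rest, including hits failing retest or dose response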; note: some compounds called inactive have numbers as strong as hits; many of its hits are not listed in these tables
# CRFBP-R2 block: blocks CRF-induced signaling of the CRF-BP/CRF-R2 complex; HEK293 CRF-R2/CRF-BP, CRF-induced calcium fluorescence; inhibition, % at 11.8 µM; actives 0.59% (n = 350,000); AID 588475;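 active = inhibition of the ligand-induced calcium signal above about 50% at the single tested concentration, limit read from the data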
# GalR3 antagonist: blocks the human galanin receptor 3 | O60755 | HEK293 GalR3-CNG cAMP membrane potential fluorescence; galR3 body fused to GalR1 C-terminus | inhibition, % at 3 µM | actives 0.44% (n = 360,000);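 active = inhibition above the screen-wide average plus 3 SD, cut at about 13% in these data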;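 note: forskolin and galanin both at EC90 stimulate the cells; cAMP rise reported by CNG channel membrane potential dye signal; 0% = forskolin plus galanin with DMSO and 100% = forskolin alone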
# Target sequence (O60755 1-299 limits assumed): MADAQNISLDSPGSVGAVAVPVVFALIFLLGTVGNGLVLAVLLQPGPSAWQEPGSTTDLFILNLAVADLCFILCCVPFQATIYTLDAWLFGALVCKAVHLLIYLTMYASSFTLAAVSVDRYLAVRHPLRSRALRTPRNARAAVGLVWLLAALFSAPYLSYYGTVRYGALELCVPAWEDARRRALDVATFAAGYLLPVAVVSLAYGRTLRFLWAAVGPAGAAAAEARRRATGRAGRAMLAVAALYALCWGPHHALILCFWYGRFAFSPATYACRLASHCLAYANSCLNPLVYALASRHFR
# VIM-2 inhibitor: inhibitors of Pseudomonas aeruginosa VIM-2 metallo-beta-lactamase; purified VIM-2, nitrocefin hydrolysis, epi-absorbance fluorescence; inhibition, % at 5.6 µM; actives 0.89% (n = 290,000); AID 1527;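 active = inhibition above the mean of all tested compounds plus 3 SD, cutoff set per screening run, cut at about 7.5% in these data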;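 note: red hydrolysis product quenches plate fluorescence so inhibitors raise well fluorescence; 0% = enzyme with DMSO and 100% = DMSO without enzyme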
# NS3 helicase inh: blocks Hepatitis C virus NS3 helicase unwinding; NS3 helicase DNA unwinding, Cy5 molecular beacon fluorescence; inhibition, % at 10.9 µM; actives 0.56% (n = 290,000); AID 1800;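 active = inhibition above the mean of all tested compounds plus 3 SD, set per campaign, cut at about 35% in these data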;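 note: 0% = DMSO wells and 100% = thioflavine S control wells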
#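 System: Hepatitis C virus NS3 helicase domain fragment enzyme | Reagent: Annealed dual-labelled DNA beacon duplex, ATP-started | Compound dosing: 10.9 µM single point, 0.8% DMSO | Incubation: 1 h reaction at 25 °C, ATP-initiated | Technique: Cy5 fluorescence | Evaluation: Percent inhibition from t60/t0 fluorescence ratio | Benchmarks: Low DMSO, high thioflavine S at 110 µM | Replication: Singlicate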
# IDE cell inh: inhibitors of human insulin-degrading enzyme in cells. P14735. HEK cells, FAbetaB cleavage, fluorescence polarization. inhibition, % at 5.59 µM. actives 0.41% (n = 320,000);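 active = percent inhibition above the average of all tested compounds plus 3 SD, set per screening campaign, cut at about 16% in these data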;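 note: IDE supplied by intact live HEK cells; FP after avidin binding of uncleaved biotin substrate so inhibition keeps polarization high; 0% = DMSO wells and 100% = 60 µM reference IDE inhibitor Ii1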
# IMP-1 inhibitor: inhibitors of Pseudomonas aeruginosa IMP-1 metallo-beta-lactamase | purified IMP-1, nitrocefin hydrolysis, epi-absorbance fluorescence | AID 1556 | actives 0.45% (n = 290,000) | inhibition, % at 5.6 µM;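 active = inhibition above the mean plus 3 SD of all compounds in the same screening run, cut at about 4.5% in these data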;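 note: 0% = IMP-1 with DMSO and 100% = DMSO wells lacking enzyme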
#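 Assay system: purified IMP-1; Quantity: IMP-1 0.2 nM before substrate addition; Medium: HEPES buffer pH 7.1 with ZnSO4 and Brij 35; Incubation: 15 min enzyme–compound preincubation, then 25 min nitrocefin reaction, 25 °C; Signal: fluorescence quenching readout, ex 480/em 530 nm; Controls: DMSO with and without IMP-1; Repeats: singlicate testing.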
# SUMO HTRF inh: blocks human SUMOylation mediated by UBC9. HTRF SUMOylation assay, SAE1/SAE2 + UBC9, in vitro. AID 2006. inhibition, % at 35 µM. actives 0.36% (n = 290,000); in the data active = inhibition above about 50%, passing the limit was not always enough; note: strong numbers were not always called active
# Target sequence (P63279 whole entry, looked up): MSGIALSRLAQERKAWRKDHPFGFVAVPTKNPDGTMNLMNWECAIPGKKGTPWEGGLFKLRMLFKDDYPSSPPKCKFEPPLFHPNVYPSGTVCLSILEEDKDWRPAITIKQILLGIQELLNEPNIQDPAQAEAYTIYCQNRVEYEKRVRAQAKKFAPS
# An asterisk follows results filed as active; . = no result given.
SMILES,IDE cell activ,pCIP destab,CRFBP-R2 block,GalR3 antagonist,VIM-2 inhibitor,NS3 helicase inh,IDE cell inh,IMP-1 inhibitor,SUMO HTRF inh
CN(C)S(=O)(=O)c1ccc(NC(=S)NC(=O)c2cccs2)cc1,.,-8,-37,-2,-2.5,-5,8,-3.0,0
Cc1c(C(=O)Nc2nccs2)oc2ccc(F)cc12,1,.,-3,-5,.,.,3,.,.
Cc1ccccc1NC(=O)N1CCCC1C(=O)NCc1ccccc1 (stereo not drawn),0,-24,-3,-4,-2.0,-3,2,-1.6,7
N/C(=N\c1nc(CSc2nc3ccccc3s2)cc(=O)[nH]1)Nc1ccc(F)cc1,6,3,-13,-5,-2.7,7,1,-1.3,12
CN(CCNC(=O)Cn1c(=O)sc2ccccc21)Cc1ccccc1,4,-18,-1,-3,.,.,3,.,8
Cc1ccccc1NC(=O)CSc1cn[nH]n1,3,-3,6,8,-0.9,5,-5,-2.2,6
CCOc1ccc(N(Cc2cc3ccc(C)cc3[nH]c2=O)S(C)(=O)=O)cc1,-5,-11,-16,-1,-2.6,-6,-1,-2.8,26
CC(C)CN1C(=O)C(=O)N(CC(=O)c2ccc3c(c2)CCCC3)C1=O,3,.,-28,-8,.,.,4,.,.
O=C(Nc1cccc(-c2nc3cccnc3s2)c1)c1cccnc1Cl,6,-2,-11,-4,-1.3,10,11,-2.5,32
CCN1CCN(CCCNC(=O)C2CCCN(c3nnc(-n4cccc4)s3)C2)CC1 (stereo not drawn),3,-6,14,-2,-2.4,-1,4,-0.9,24

# Brought forward from above: 7 entries, followed by the next part.
SMILES,IDE cell activ,pCIP destab,CRFBP-R2 block,GalR3 antagonist,VIM-2 inhibitor,NS3 helicase inh,IDE cell inh,IMP-1 inhibitor,SUMO HTRF inh
N/C(=N\c1nc(CSc2nc3ccccc3s2)cc(=O)[nH]1)Nc1ccc(F)cc1,6,3,-13,-5,-2.7,7,1,-1.3,12
CN(CCNC(=O)Cn1c(=O)sc2ccccc21)Cc1ccccc1,4,-18,-1,-3,.,.,3,.,8
Cc1ccccc1NC(=O)CSc1cn[nH]n1,3,-3,6,8,-0.9,5,-5,-2.2,6
CCOc1ccc(N(Cc2cc3ccc(C)cc3[nH]c2=O)S(C)(=O)=O)cc1,-5,-11,-16,-1,-2.6,-6,-1,-2.8,26
CC(C)CN1C(=O)C(=O)N(CC(=O)c2ccc3c(c2)CCCC3)C1=O,3,.,-28,-8,.,.,4,.,.
O=C(Nc1cccc(-c2nc3cccnc3s2)c1)c1cccnc1Cl,6,-2,-11,-4,-1.3,10,11,-2.5,32
CCN1CCN(CCCNC(=O)C2CCCN(c3nnc(-n4cccc4)s3)C2)CC1 (stereo not drawn),3,-6,14,-2,-2.4,-1,4,-0.9,24
CCc1ccc(NC(=O)c2ccc3c(c2)C(=O)N(CCOC)C3Nc2ccc(CC)cc2)cc1 (stereo not drawn),1,-1,-22,.,-0.7,-3,3,-0.1,4
COCCNc1cc(NCCOC)c([N+](=O)[O-])cc1[N+](=O)[O-],4,-22,3,-2,-3.5,6,2,-3.6,16
CC1CN(c2ccc([N+](=O)[O-])cc2F)CCN1C(=O)c1ccco1 (stereo not drawn),0,-3,20,-1,-0.2,-3,-2,-1.7,-1
CC1(C)OC(=O)C(=CNc2ncccn2)C(=O)O1,-2,-11,2,-7,-2.7,-3,-2,-0.3,5
COn1c(SCc2ccccc2)nc2ccccc2c1=O,4,4,13,-2,-0.3,-2,-4,-1.8,-19
Cc1cc(NC(=O)CSc2nc(C(C)(C)C)nc3ccccc23)no1,0,-8,-25,-4,-3.1,8,-1,-2.0,9
Cc1cccc(N2C(=O)CC(n3ccnc3)C2=O)c1C (stereo not drawn),3,6,-5,0,-2.9,-1,9,-2.9,4
CC(=O)N1CCc2cc(C(=O)CN3CCN(c4ccccc4F)CC3)ccc21,5,2,21,.,-1.7,-1,-8,-4.3,22
COc1cc(NC(=S)N2CCN(S(C)(=O)=O)CC2)cc(OC)c1,3,-13,2,0,-1.8,3,.,-1.6,10
COc1cc(/C=N\NC(=O)c2ccc(C)nc2)ccc1OC(=O)c1ccco1,1,2,-17,-5,-7.0,1,4,-2.4,2
Cc1ccc(NC(=O)C2CCN(S(=O)(=O)c3ccccc3)CC2)cc1,-7,-3,6,-1,-7.2,-1,6,-3.8,-7
CCOc1cc(C2NC(=O)NC(C)=C2C(=O)OC(C)CC)cc(Br)c1O (stereo not drawn),-2,-7,-16,-4,-0.2,4,5,-1.8,-1
COc1ccc(CCNC(=O)CNC(=O)c2ccco2)cc1,0,-11,-1,-7,-0.5,4,2,-1.3,8
COc1ccccc1NC(=O)CCCN1C(=O)C2CC=CCC2C1=O (stereo not drawn),3,4,11,-1,-3.1,3,4,-4.0,6
Cc1cc(NC(=O)CSc2nc(-c3ccco3)cc(C(F)(F)F)n2)n(-c2ccccc2)n1,7,-6,3,-3,-0.6,11,1,-2.9,-44
O=C(c1ccco1)N1CCN(c2c([N+](=O)[O-])nn(-c3ccc(Cl)cc3)[n+]2[O-])CC1,10,12,3,-5,-0.1,-11,2,0.9,18
CCOC(=O)/C=C1\Nc2ccccc2SC1=O,6,-2,-9,-3,-3.3,1,-1,-4.0,3
COc1cc(CCCN[C@H](CN)Cc2ccccc2)cc(OC)c1OC,0,.,-1,-3,.,.,1,.,.
COCCN=C1NN=C(c2cc(C)n(CC3CCCO3)c2C)CS1 (stereo not drawn),-4,-8,9,-7,-3.0,22,2,-3.0,3
COc1ccc(CC(=O)NNC(=O)COc2ccc(Cl)cc2C)cc1S(=O)(=O)N1CCOCC1,3,.,4,-5,.,.,4,.,.
S=C(NCc1ccc(Cl)cc1)NN1CCOCC1,1,-11,3,-7,-2.8,-5,1,-3.7,7
Cc1c(C2Nc3ccccc3NC3=C2C(=O)CC(C)(C)C3)cnn1C (stereo not drawn),0,5,-7,-3,1.3,1,10,-0.2,-10
CCOC(=O)c1sc(NC(=S)NC(=O)c2cccc(Cl)c2)c(C(=O)OCC)c1C,5,-4,5,.,0.3,9,7,-0.8,-8
C=CCN1CCN(C(c2cc(OC)ccc2OC)c2nnnn2CC2CCCO2)CC1 (stereo not drawn),5,-20,9,-3,-0.9,-9,3,-0.2,18
O=C(N/N=C/C1CC=CCC1)c1ccc(O)cc1O (stereo not drawn),4,6,40,-5,-3.4,7,-3,-2.5,-14
O=c1[nH]c(=O)n(CCc2ccc(F)cc2)c(O)c1C=NCc1ccc2c(c1)OCO2,5,-1,-11,-5,-0.4,1,-1,-2.5,-7
O=C1N(c2ccccc2C(F)(F)F)O[C@@]1(c1ccccc1)C1CCCCC1,5,.,-3,-1,.,.,4,.,.
Cc1c(C=O)c(=O)n(-c2ccccc2)n1C,-1,-2,14,-1,-2.1,-34,1,-3.1,15
Cc1ccc2[nH]c3c(NCCCN4CCCC4=O)ncnc3c2c1,-8,-11,5,-4,2.1,-3,18*,-1.1,14
O=C(CCn1c(=S)[nH]c2ccccc2c1=O)N1CCOCC1,-8,6,7,3,-3.5,-2,6,-2.6,-5
O=C1CN2C(=N1)N(Cc1ccccc1)c1ccccc12,-2,-6,3,-4,-2.1,6,1,-2.3,6
Cc1cc(C(=O)Nc2nc(-c3ccccn3)cs2)ccc1[N+](=O)[O-],-2,-2,1,-10,-0.2,3,-1,-1.5,-63
O=C(C[n+]1cnn(CC(=O)c2ccc(Cl)cc2Cl)c1)c1ccc([N+](=O)[O-])cc1,-4,-1,-5,-6,-1.0,-87,1,-0.6,-3
Cc1ccc(C(=O)N/C(=C\c2ccco2)C(=O)NCCN2CCOCC2)cc1,-1,-1,-13,-8,-2.2,-11,-6,-2.5,18
O=C(Nc1cccc(S(=O)(=O)N2CCOCC2)c1)C(c1ccccc1)N1CCCCC1 (stereo not drawn),0,12,0,-1,2.8,-1,-6,-2.0,-4
O=C(NN1CCCCC1)c1cccc(COc2ccc(Cl)cc2)c1,2,-4,4,-6,-2.6,-1,0,-3.3,0
COc1cccc(CNc2ncc(-c3ccccc3)n2C)c1,-1,-8,3,-12,-3.5,-9,-3,-4.2,-7
c1ccc(C2Nc3ccccc3Oc3ccccc32)cc1 (stereo not drawn),3,2,-36,-4,-5.5,9,5,-3.6,7
CCc1cc2c(=O)[nH]c(N3CCCC3)nc2s1,4,-7,-10,0,-3.1,5,6,-3.0,12
Nc1nc(Nc2ccccc2)nc(NCc2ccco2)c1[N+](=O)[O-],3,2,-102,-10,-3.0,-96,-2,-1.7,-34
CCCCNC(=O)Cn1cnc2c(cnn2-c2ccc(C)c(C)c2)c1=O,6,-3,-33,-5,-5.6,4,0,-4.3,28
COc1cc2ccccc2c2c1CCCC2=O,2,1,23,.,0.4,1,5,0.1,-2
COc1cc(C(=O)N/N=C/c2ccsc2C)cc(OC)c1OC,5,-8,3,4,-2.4,5,-2,-1.6,-11
Cc1cc(C)c(S(=O)(=O)N2CCN(C(=O)C(C)Cn3cncn3)CC2)c(C)c1 (stereo not drawn),-1,10,10,-9,-0.1,-1,3,-3.5,-14
CC(O)CO (stereo not drawn),1,.,-7,-1,.,.,2,.,.
COc1ccc(C(CC(=O)O)N2C(=O)CCC2=O)cc1 (stereo not drawn),2,-4,-9,-11,-2.9,2,-1,-3.2,2
Cc1cccc2sc(NC(=O)C3CSC4(C)CCC(=O)N34)nc12 (stereo not drawn),-3,-40,-21,-3,-3.0,-1,1,-1.2,6
CC(=O)c1ccc(NC(=O)Cn2cnc(S(=O)(=O)N3CCc4ccccc43)c2)cc1,5,-3,-14,-9,-2.5,5,-14,-2.3,9
CCOC(=O)Cn1c2ccccc2c2nc3ccccc3nc21,4,-70,-5,-2,-2.3,-3,4,-1.6,94*
CCOc1ccc(CC(=O)Nc2nccs2)cc1OCC,6,-22,15,-2,-3.0,-2,12,-3.3,14

# Compound activity from PubChem BioAssay.
